Source: PubChem BioAssay
FUS yeast rescue = FUS proteinopathy suppression in yeast; S. cerevisiae FUS-expressing, growth rescue, OD600, 24 h; Potency, µM (titrated, usually from 76.6 µM), for the others: top-dose growth rescue (activation), hits mostly activators; 390,000 compounds, 0.24% hits;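 also: plate controls were DMSO vehicle for no effect and reference control for full effect; nearly all actives have a fitted effect of over 55% in size; some results filed as inactive show a strong effect at the top dose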
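Restored growth of FUS-toxic S. cerevisiae, read as 600 nm absorbance after 24 h at 30C in galactose medium (starting OD 0.005). Controls CP55940 and DMSO.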
EPAC2 ag = activates human EPAC2 exchange factor; AID 720711; 360,000 compounds, 0.079% hits; Potency, µM (top dose mostly 154 µM), without a hit: at the top dose activation, usual class: activators; Q8WZA2; EPAC2 activation, biochemical qHTS; response scale: 100% = 6.5 mM cAMP response; also: nearly all actives have a fitted effect of over 50% in size
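qHTS, titration series. 100 nM EPAC2 / 250 nM Rap1B-BODIPY-GDP / 50 uM GDP; RT; ex 480/em 540 nm, 5-min reads to 30 min. Norm. to 6.5 mM cAMP = activation.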
EPAC2 antagonist = antagonists of human EPAC2. EPAC2 GEF exchange of Rap1B-BODIPY-GDP, fluorescence. Q8WZA2. Potency, µM (highest dose often 114 µM), for the others: at the highest dose activity, negative = inhibition, actives largely listed as inhibitors. 360,000 compounds, 0.18% hits. AID 720708; also: % is scaled to controls: 0 for no effect and ±100 for the full control effect; nearly all actives have a fitted effect of over 45% in size; many of its hits are not listed in these tables
PTHR1 agonist = agonists of human PTHR1 parathyroid hormone receptor; HEK293 GP2 PTHR1 cells, GloSensor cAMP luminescence, 1 h; Potency, µM (titrated, usually from 115 µM), inactives show at the highest dose activation, usual class: activators; 410,000 compounds, 0.075% hits; AID 743266; also: nearly all actives have a fitted effect of over 55% in size; some results filed as inactive show a strong effect at the top dose; inactives centre near -15; many of its hits are not listed in these tables
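HEK-293-derived GP2 cells expressing PTHR1 and a GloSensor cAMP reporter, 3,000/well, plated overnight, given luciferin plus IBMX (each 0.5 mM as added) for 1 h at 37 °C, then compound for 1 h at 37 °C. Luminescence was read after 15 min at room temperature.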
aSyn rescue = inhibitors of alpha-synuclein toxicity in yeast; Yeast expressing alpha-synuclein, growth rescue, BacTiter-Glo, 24 h; 370,000 compounds, 0.14% hits; Potency, µM (series often up to 46.1 µM), for inactives: top-dose growth rescue (activation), hits mostly activators; also: % of control where 0% means no effect; nearly all actives have a fitted effect of over 65% in size
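Galactose-induced alpha-syn yeast (OD600=0.02, raffinose-pregrown) + pinned cpd, 24 hr, 30 deg C; growth by BacTiter-Glo luminescence. Growth restoration scores as activation.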
EPAC1 antagonist = EPAC1 (human) antagonism; AID 720709; Potency, µM (doses to about 115 µM), for inactives: top-dose activity change, negative = inhibition, most hits filed as inhibitors; EPAC1 GEF assay, Rap1b-BODIPY-GDP exchange fluorescence; O95398; 360,000 compounds, 0.14% hits;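 also: plate controls were vehicle for no effect and positive control for full effect; nearly all actives have a fitted effect of over 50% in size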
Target sequence (O95398 whole entry, looked up): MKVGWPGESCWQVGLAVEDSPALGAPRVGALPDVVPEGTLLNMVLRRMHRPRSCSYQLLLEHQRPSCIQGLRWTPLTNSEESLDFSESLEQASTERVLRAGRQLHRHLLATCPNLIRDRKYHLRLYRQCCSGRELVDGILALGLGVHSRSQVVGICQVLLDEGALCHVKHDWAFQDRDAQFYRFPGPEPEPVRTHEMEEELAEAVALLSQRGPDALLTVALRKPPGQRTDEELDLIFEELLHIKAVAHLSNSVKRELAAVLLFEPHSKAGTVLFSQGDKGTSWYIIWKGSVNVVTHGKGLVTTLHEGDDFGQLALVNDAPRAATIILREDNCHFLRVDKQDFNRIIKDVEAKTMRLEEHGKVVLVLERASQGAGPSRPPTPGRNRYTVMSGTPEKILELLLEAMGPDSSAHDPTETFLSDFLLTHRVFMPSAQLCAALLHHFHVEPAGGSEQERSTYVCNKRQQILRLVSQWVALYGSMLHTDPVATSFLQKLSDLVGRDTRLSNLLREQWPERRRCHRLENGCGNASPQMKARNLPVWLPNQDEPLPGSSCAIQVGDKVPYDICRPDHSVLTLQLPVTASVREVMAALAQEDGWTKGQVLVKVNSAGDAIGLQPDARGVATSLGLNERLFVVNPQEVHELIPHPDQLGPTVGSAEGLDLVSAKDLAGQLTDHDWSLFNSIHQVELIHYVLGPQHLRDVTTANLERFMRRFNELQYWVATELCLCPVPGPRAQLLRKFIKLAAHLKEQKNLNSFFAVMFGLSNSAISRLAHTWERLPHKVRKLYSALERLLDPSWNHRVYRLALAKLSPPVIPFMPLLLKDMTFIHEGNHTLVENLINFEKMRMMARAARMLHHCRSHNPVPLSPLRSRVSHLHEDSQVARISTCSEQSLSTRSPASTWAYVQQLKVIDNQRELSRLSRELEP
TDP43 rescue = rescues yeast growth from TDP-43 toxicity; TDP-43 expressing yeast growth rescue, BacTiter-Glo, 24 h; Potency, µM (series often up to 46.1 µM), without a hit: at the top dose growth rescue (activation), most hits filed as activators; 410,000 compounds, 1.8% hits; AID 652104; also: % of control where 0% means no effect; nearly all actives have a fitted effect of over 50% in size
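Yeast cells expressing TDP-43 under galactose induction are exposed to compounds for 24 hr at 30 deg C. BacTiter-Glo luminescence measures growth, so protective compounds score as activators.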
EPAC1 ag = activates human EPAC1 exchange factor; EPAC1 agonist qHTS, biochemical assay; response scale: 100% = response to 6.5 mM cAMP; 360,000 compounds, 0.073% hits; Potency, µM (doses to about 154 µM), for inactives: at the top dose activation, hits mostly activators; O95398; also: nearly all actives have a fitted effect of over 60% in size
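Read-out is the fluorescence drop as BODIPY-GDP leaves Rap1B (480 nm excitation, 540 nm emission), recorded every 5 minutes over 30 minutes. Reactions held 100 nM EPAC1, 250 nM Rap1B–BODIPY-GDP and 50 uM GDP, with 6.5 mM cAMP setting full activation.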
* marks the source's active call; other numbers are inactive results; i = inactive; ? = inconclusive; . = not tested or not shown; & = joins results of further samples; [ ] = dose if it differs, or a comment. Calls follow the shape of the dose curve; as a rule, active = well fitted curve in the direction sought with a large enough effect; inconclusive = small, poorly fitted or top-dose-only effect, or another doubt; inactive = no such curve, though single readings can be large; an effect the other way counts as inactive or inconclusive. Potency is read from the fitted curve at half-maximal effect. A portion of the library; count on the stated rates, not on these rows.

Value order – FUS yeast rescue	EPAC2 ag	EPAC2 antagonist	PTHR1 agonist	aSyn rescue	EPAC1 antagonist	TDP43 rescue	EPAC1 ag
> Cc1ccc(Nc2nc(C(=O)N3CCC(C(=O)NCCN4CCOCC4)CC3)cs2)cc1
→ 5%	7%	-1%[57.1 µM]	?	3%	3%	-1%	0%
> Cc1cccc(/C=N/NC(=O)c2cc3c(s2)-c2ccccc2CC3)c1
→ 6%	15%	3%	i	24%	-27%	?	-2%
> CC(C)(C)NS(=O)(=O)c1ccc(OCC(=O)NCc2ccco2)cc1
→ 3%	0%	5%	-21%	1%	5%	-1%	6%
> O=C(NCc1ccccc1F)C1CC(=O)N(Cc2ccco2)C1 (centres undefined)
→ -5%	2%	2%	-18%	-1%	2%	6%	-9%
> CC1=C(C(N)=O)C(c2ccccc2Br)n2ncnc2N1 (centres undefined)
→ -18%	.	.	i	0%	.	22%	.
> CC(C)N(C=O)C1(C(=O)NC2CCCCC2)CCCCC1
→ -18%	4%	0%	-10%[57.5 µM]	10%	-2%	7%	-4%
> Cc1cc(C)c2c(CN3CCN(c4ccccc4F)CC3)cc(=O)oc2c1
→ -3%	11%	-6%	-7%	1%	-10%	29%	7%
> O=C(Nc1ncccn1)c1ccc(Cl)c([N+](=O)[O-])c1
→ -27%	9%	-8%	50µM*	-6%	-22%	5%	2%
> O=C(NCc1ccc2c(c1)OCO2)C1CCC(=O)N1C1CCCCC1 (centres undefined)
→ -15%	-3%	1%	i	1%	4%	-5%	12%
> COc1cc(C(CC(=O)NCc2ccccc2Cl)N2Cc3ccccc3C2=O)cc(OC)c1OC (centres undefined)
→ 21%	.	.	28%	0%	.	-4%	.
> Cc1ccc(C(C(=O)NC2CCCC2)N(Cc2ccc3c(c2)OCO3)C(=O)c2snc(C(N)=O)c2N)cc1 (centres undefined)
→ ?	-7%	-9%	-15%	-1%	-7%	-15%	-8%
> Cc1cc(C)n(CCCN2C(=O)c3cccc4cccc(c34)C2=O)n1
→ 13%	6%	-16%	-24%	13%	-19%	-18%	-2%
> Cn1c(C(=O)NC2CCCCCC2)cc2c(=O)n(C)c3ccccc3c21
→ 7%	-3%	-27%	i	1%	-23%	16%	-1%
> CCC1CCCCN1CC(C)(C)NS(=O)(=O)c1ccccc1 (centres undefined)
→ -6%	0%	4%	i	0%	-19%	4%	2%
> CC1CCC(C(C)C)C(=O)/C1=C\c1ccc(NC(=O)CCC(=O)O)cc1 (centres undefined)
→ 18%	8%	-4%	-10%	3%	8%	16%	16%
> COc1ccc(S(=O)(=O)N2CCCC(C(=O)N3CCN(c4ccccc4)CC3)C2)cc1Cl (centres undefined)
→ .	3%	-1%	-66%[inhibitor]	9%	-28%	-4%	9%
> O=C(Cn1nnc(-c2ccncc2)n1)N(C1CCCCC1)C1CCCCC1
→ 14%	11%	0%	-6%	-1%	-7%	0%	6%
> CCCN(CC1CC1)C(=O)COC(=O)c1ccc(C)cc1O
→ 11%	8%	-9%	-25%	5%	-15%	0%	-1%
> CC(=O)SC1CC2=CC(=O)CCC2(C)C2CCC3(C)C(CCC34CCC(=O)O4)C12 (centres undefined)
→ -2%	-4%	5%	i	0%	5%	1%	-9%
> COc1cc(/C=C2\N=C(c3ccccc3)OC2=O)ccc1OC(C)=O
→ -11%	11%	7%	i	8%	-27%	-23%	7%
> CC(=O)N(Cc1ccco1)C1(C(=O)NC2CCCC2)CCCCC1
→ -2%	-5%	1%	i	3%	5%	1%	3%
> O=C(O)c1cccc(S(=O)(=O)N2CCN(Cc3ccc4c(c3)OCO4)CC2)c1
→ 8%	6%	3%	-5%	-5%	-29%	-20%	-1%
> COCCNC(=S)N(Cc1cc2cc(C)ccc2n2nnnc12)C1CCCC1
→ -1%	-2%	2%	i	3%	4%	-5%[0.397 µM]	2%
> Cc1ccc(CNC(=O)/C=C/C(=O)O)cc1
→ -27%	4%	-6%	i	0%	2%	2%	-1%
> Cn1ncc(C#N)c1/N=C/N1CCCCC1
→ 3%	-5%	0%	-19%	-3%	5%	-1%	4%
> COc1ccccc1CNC(=O)c1cc(-c2ccccc2)nn1CC1CC(c2cccnc2)=NO1 (centres undefined)
→ 20%	1%	10%	-21%	3%	-2%	20%	-7%
> CC(C)CN(C(=O)COC(=O)C12CC3CC(CC(O)(C3)C1)C2)c1c(N)n(Cc2ccccc2)c(=O)[nH]c1=O
→ -6%	-2%	-2%	-25%	0%	0%	1%	5%
> Cc1ccc(S(=O)(=O)c2nc(S(C)(=O)=O)sc2N2CCCCCC2)cc1
→ 13%	12%	-1%	i	-1%	-19%	8%	15%
> CNC(=O)c1c(I)c(C(=O)NCC(=O)Nc2c(I)c(C(=O)O)c(I)c(C(=O)NCCO)c2I)c(I)c(N(C)C(C)=O)c1I
→ -7%	9%	1%	-3%	0%	4%	22%	3%
> C/C(CC(=O)NCc1ccco1)=N\NC(=O)COc1ccc(Cl)cc1Cl
→ -16%	2%	4%	i	-1%	-3%	3%	11%
> COc1cc(/C=N/NC(=O)CCN2CCN(Cc3ccccc3)CC2)cc(OC)c1OC
→ .	-2%	1%	i	1%	-7%	13%	1%
> COc1ccc(C2CCCN2C(=S)Nc2ccc(C)cc2Cl)cc1OC (centres undefined)
→ 25%	8%	-3%	-10%	1%	4%	?	7%
> CCCCC(=O)N/N=C/c1ccc(N2CCOCC2)c([N+](=O)[O-])c1
→ -3%	0%	2%	-3%	7%	-7%	-2%	7%
> CSc1nsc(SCc2ccc(F)cc2)n1
→ -19%	-5%	1%	-1%	-21%	-9%	17%	8%
> NC(=S)Nc1nccc(-c2cccs2)n1
→ -7%	-7%	-7%	i	7%	3%	23%	-3%
> CCN(CC)c1ccc(/C=N/NC(=O)c2ccoc2C)cc1
→ 24%	8%	6%	-27%	3%	-2%	-9%[1.82 µM]	1%
> CCN(CC)CCCNC(=O)CSc1nc2c(c(C(F)(F)F)n1)CCc1ccccc1-2
→ -13%	3%	-1%	i	0%	-23%	9%	-7%
> CCC(CO)Nc1nc(CN2CCCCC2)nc2scc(-c3ccccc3)c12 (centres undefined)
→ 14%	3%	0%	i	5%	?	-13%[0.397 µM]	1%
> CCC(C(=O)Nc1ccccn1)c1ccccc1 (centres undefined)
→ -5%	8%	-1%	-8%	7%	-6%	-15%	-1%
> CCNC(=O)COC(=O)CCC(=O)c1ccc(F)cc1
→ 12%	4%	20%	18%	-2%	18%	-16%	-17%
> COc1ccc(NC(=O)c2cc(C3CCCCN3C(=O)c3cc(OC)c(C)c(OC)c3)on2)c(C)c1 (centres undefined)
→ ?	9%	-11%	22%	-9%	?	22%	-3%
> Nc1ccccc1N=c1ssnc1Cl
→ -18%	3%	10%	i	-12%	-4%	?	-2%
> CC12CCC(C(=O)N3CCCCC3)([C@H](Br)C1=O)C2(C)C (some centres undefined)
→ -20%	0%	3%	i	15%	11%	10%	-4%
> Cc1nnc2ccc(-c3cccc(NC(=O)Cc4cccs4)c3)nn12
→ 18%	3%	1%	-1%	1%	-12%	5%	2%
> COCCSc1nnc(NC(=O)CCS(=O)(=O)Cc2ccccc2)s1
→ -7%	4%	0%	i	0%	2%	18%	8%
> CCOCCCNC(=O)c1c(N)n(-c2ccc(S(N)(=O)=O)cc2)c2nc3ccccc3nc12
→ -9%	18%	7%[57.1 µM]	i	-14%	6%	10%	-5%
> O=C(NC1CCCC1)c1c(O)nc2sccn2c1=O
→ -3%	-4%	4%	3%	-9%	-6%	-23%	4%
> CCOC(=O)C1(Cc2ccc(OC)cc2)CCN(C(=O)C2=CCCC2)CC1
→ 17%	-3%	-1%	i	17%	14%	-18%[1.82 µM]	-3%
> CCOC(=O)CC(=O)CSCC(=O)Nc1ccc(C)cc1
→ 14%	2%	1%	i	6%	-11%	-11%	6%
> COc1ccc(C(=O)Nc2ccc(S(=O)(=O)Nc3cc(C)nc(C)n3)cc2)cc1
→ 8%&-18%	-4%	7%	i	-8%&-11%	-21%	-14%&28%	-11%
> CCOc1ccc(N2CC(C(=O)N3CCN(C(=O)c4ccco4)CC3)CC2=O)cc1 (centres undefined)
→ 16%	4%	13%	8%	-2%	7%	?	-5%

Among those listed so far, these contain an aryl methoxy group.
Value order – FUS yeast rescue	EPAC2 ag	EPAC2 antagonist	PTHR1 agonist	aSyn rescue	EPAC1 antagonist	TDP43 rescue	EPAC1 ag
> COc1cc(C(CC(=O)NCc2ccccc2Cl)N2Cc3ccccc3C2=O)cc(OC)c1OC (centres undefined)
→ 21%	.	.	28%	0%	.	-4%	.
> COc1ccc(S(=O)(=O)N2CCCC(C(=O)N3CCN(c4ccccc4)CC3)C2)cc1Cl (centres undefined)
→ .	3%	-1%	-66%[inhibitor]	9%	-28%	-4%	9%
> COc1cc(/C=C2\N=C(c3ccccc3)OC2=O)ccc1OC(C)=O
→ -11%	11%	7%	i	8%	-27%	-23%	7%
> COc1ccccc1CNC(=O)c1cc(-c2ccccc2)nn1CC1CC(c2cccnc2)=NO1 (centres undefined)
→ 20%	1%	10%	-21%	3%	-2%	20%	-7%
> COc1cc(/C=N/NC(=O)CCN2CCN(Cc3ccccc3)CC2)cc(OC)c1OC
→ .	-2%	1%	i	1%	-7%	13%	1%
> COc1ccc(C2CCCN2C(=S)Nc2ccc(C)cc2Cl)cc1OC (centres undefined)
→ 25%	8%	-3%	-10%	1%	4%	?	7%
> COc1ccc(NC(=O)c2cc(C3CCCCN3C(=O)c3cc(OC)c(C)c(OC)c3)on2)c(C)c1 (centres undefined)
→ ?	9%	-11%	22%	-9%	?	22%	-3%
> CCOC(=O)C1(Cc2ccc(OC)cc2)CCN(C(=O)C2=CCCC2)CC1
→ 17%	-3%	-1%	i	17%	14%	-18%[1.82 µM]	-3%
> COc1ccc(C(=O)Nc2ccc(S(=O)(=O)Nc3cc(C)nc(C)n3)cc2)cc1
→ 8%&-18%	-4%	7%	i	-8%&-11%	-21%	-14%&28%	-11%

A different layout for part of the listing above.
| compound | FUS yeast rescue | EPAC2 ag | EPAC2 antagonist | PTHR1 agonist | aSyn rescue | EPAC1 antagonist | TDP43 rescue | EPAC1 ag |
| --- | --- | --- | --- | --- | --- | --- | --- | --- |
| O=C(NCc1ccc2c(c1)OCO2)C1CCC(=O)N1C1CCCCC1 (centres undefined) | -15% | -3% | 1% | i | 1% | 4% | -5% | 12% |
| COc1cc(C(CC(=O)NCc2ccccc2Cl)N2Cc3ccccc3C2=O)cc(OC)c1OC (centres undefined) | 21% | . | . | 28% | 0% | . | -4% | . |
